ERAP1 HTS inh: human ERAP1 aminopeptidase inhibitors, primary screen, biochemical, single point, plate reader | recombinant ERAP1, Leu-AMC fluorescence, 60 min | 340,000 tested, 0.15% active | inhibition, % at 10.7 µM | Endoplasmic reticulum aminopeptidase 1 (Homo sapiens), Q9NZ08 | AID 652197, 2013;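 active = mean replicate inhibition of at least 30%, or all replicates individually reaching that 30% level; inactive = mean below 30% and not every replicate reaching it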;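 note: 0% = neutral control wells and 100% = L-leucinethiol positive control wells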
Target sequence (Q9NZ08 whole entry, looked up): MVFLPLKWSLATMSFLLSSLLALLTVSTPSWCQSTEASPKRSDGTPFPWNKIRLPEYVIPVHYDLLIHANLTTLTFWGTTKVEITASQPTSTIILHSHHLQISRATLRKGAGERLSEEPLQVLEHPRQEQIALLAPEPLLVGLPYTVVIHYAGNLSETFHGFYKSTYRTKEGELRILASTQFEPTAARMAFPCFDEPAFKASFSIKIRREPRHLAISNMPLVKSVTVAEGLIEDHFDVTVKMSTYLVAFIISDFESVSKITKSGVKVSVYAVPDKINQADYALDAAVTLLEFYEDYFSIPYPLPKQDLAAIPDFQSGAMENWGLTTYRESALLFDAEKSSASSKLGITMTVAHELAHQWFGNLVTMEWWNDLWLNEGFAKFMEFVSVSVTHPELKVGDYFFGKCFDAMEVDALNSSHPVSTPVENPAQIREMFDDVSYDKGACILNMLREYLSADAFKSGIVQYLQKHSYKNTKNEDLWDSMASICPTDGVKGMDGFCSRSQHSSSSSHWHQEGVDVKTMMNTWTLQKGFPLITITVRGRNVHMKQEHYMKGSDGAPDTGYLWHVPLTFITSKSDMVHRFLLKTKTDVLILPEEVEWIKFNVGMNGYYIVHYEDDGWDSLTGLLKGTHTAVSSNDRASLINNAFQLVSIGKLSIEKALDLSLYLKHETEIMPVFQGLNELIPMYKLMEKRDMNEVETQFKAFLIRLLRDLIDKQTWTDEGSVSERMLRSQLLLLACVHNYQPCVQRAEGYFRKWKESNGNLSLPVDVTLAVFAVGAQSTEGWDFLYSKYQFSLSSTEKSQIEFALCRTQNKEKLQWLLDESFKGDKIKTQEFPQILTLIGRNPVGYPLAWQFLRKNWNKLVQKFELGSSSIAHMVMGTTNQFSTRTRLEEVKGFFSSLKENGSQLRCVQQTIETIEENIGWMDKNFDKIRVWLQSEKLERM
PglD DTNB: C. jejuni PglD acetyltransferase inhibitors, primary screen, biochemical, DTNB colorimetric, single point | 360,000 tested, 0.098% active | UDP-N-acetylbacillosamine N-acetyltransferase PglD (Campylobacter jejuni) | purified PglD enzyme, DTNB colorimetric CoA detection | inhibition, % at 12.5 µM | AID 602405, 2012; in the data active = inhibition above about 16%, passing the limit was not always enough; note: strong numbers were not always called active
S100A4 MyoIIA: inhibitors of S100A4-myosin IIA peptide binding, primary screen, biochemical, fluorescence polarization, TAMRA-MyoIIA peptide; AID 652163, 2013; 360,000 tested, 0.14% active; Protein S100-A4 (Homo sapiens), P26447; inhibition, % at 10.7 µM;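 active = mean inhibition of at least 70% across replicates, with every replicate also reaching that level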
Target sequence (P26447 whole entry, looked up): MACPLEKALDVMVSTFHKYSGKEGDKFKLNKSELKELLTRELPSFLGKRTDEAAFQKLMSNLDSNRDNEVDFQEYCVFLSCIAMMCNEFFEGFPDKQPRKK
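Test system: S100A4 monomer protein; Medium: HEPES pH 7.2 with CaCl2, KCl, NaCl, DTT, Triton; Probe or stimulus: TAMRA-labelled myosin IIA heavy-chain peptide probe, 5 nM; Doses: one dose per compound; Times: polarization read 5 min after assay mix addition, stable 5–60 min; Benchmarks: neutral control DMSO, positive control TFP.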
PAX8 reporter: inhibitors of PAX8-driven TPO luciferase reporter, primary screen, RMG-I cells, single concentration | 360,000 tested, 1.2% active | SteadyGlo, 24 h | inhibition, % at 12.6 µM;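 active = mean replicate inhibition at least 60% with every replicate also reaching 60%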;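 note: luciferase light reporting Pax8 driven TPO promoter activity; plate controls were median of neutral control wells for no effect and mitoxantrone controls for full effect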
LGR2 antag: inhibitors of bursicon-induced LGR2 CRE-luciferase signal, primary screen, cell-based, HEK293, CRE-luciferase reporter, bursicon stimulation. AID 720647, 2013. bursicon-stimulated, 4 h. 380,000 tested, 0.35% active. inhibition, % at 9.99 µM;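 active = drop in luminescence signal, shown as inhibition above about 50% in the replicate tests, limit read from the data, passing the limit was not always enough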;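 note: agonist challenge used bursicon conditioned medium at about half maximal strength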
EWS-Fli block: EWS/Fli-driven NR0B1 reporter inhibitors, primary screen, A673 cells, NR0B1 luciferase, luminescence, MLPCN library | viability-normalised | inhibition, % at 12.6 µM | 350,000 tested, 0.67% active;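 active = mean inhibition of at least 50% after viability correction, with every replicate also passing that limit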;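 note: firefly luciferase signal divided by Alamar Blue viability fluorescence both relative to DMSO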
FN deposition inh: inhibitors of fibronectin matrix deposition, primary screen, AH1F cells, Alexa488-fibronectin fluorescence, plate reader; AH1F fibroblasts, overnight; inhibition, % at 12.6 µM; 350,000 tested, 0.086% active; AID 743247, 2014;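 active = mean inhibition across replicates of 30% or more, regardless of how many single replicates reach that level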;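 note: positive control wells lacked labelled fibronectin entirely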
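Assay system: AH1F fibroblasts / Quantity: 10000 cells per well / Medium: DMEM plus 2% serum, read in PBS / Reagent: labelled fibronectin 24 nM / Dosing: single dose, pinned / Times: 1 h cell attachment, overnight exposure to compound and label / Signal: fluorescence, ex 485 nm, em 525 nm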
PGC1a acetyl inh: inhibitors of PGC1a acetylation signal, primary screen, cell-based, U2OS, AlphaScreen, inhibitor mode | AlphaScreen anti-acetyl-lysine; with virally co-expressed GCN5 acetyltransferase | inhibition, % at 15.6 µM | 350,000 tested, 0.17% active;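 active = every replicate shows inhibition of at least 40%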;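 note: 0% = neutral control wells and 100% = positive control wells; some results beyond the cut were filed as inactive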
An asterisk follows results filed as active; x = no result given; & = joins results of further samples.

SMILES	ERAP1 HTS inh	PglD DTNB	S100A4 MyoIIA	PAX8 reporter	LGR2 antag	EWS-Fli block	FN deposition inh	PGC1a acetyl inh
O=C1CN(S(=O)(=O)c2cc(Br)ccc2Br)CCN1	-1	4	-1	-8	12	-4	-5	-5
C=CCn1c(SCc2ccc3nonc3c2)nnc1-c1cccs1	x	-5	x	16	x	x	2	-7
C[C@@H]1CN([C@H](C)CO)C(=O)c2cc(C#CC3(O)CCCC3)cnc2O[C@@H]1CN(C)C(=O)C1CCCCC1	-2	-6	-9	-18	17	0	x	4
C=CCCC(=O)N1CCC(CCC(=O)NC2CC2)CC1	-8	x	1	-2	2	-4	9	x
COc1cccc(CN(CC(=O)NC2CCCCC2)C(=O)c2csnn2)c1	-1	-7	0	-6	3	1	8	-11
CCOC(=O)N1CCC(NC(=O)CC2C(=O)NCCN2Cc2ccccc2)CC1 (stereo unspecified)	-3	1	2	-2	-6	x	6	5
CCCCNCCOCCOc1ccc(Cl)cc1Br	1	-1	2	23	-13	1	0	1
CCOc1ccc(NC(=O)CN(C)C(=O)c2cc(S(=O)(=O)N(C)C)ccc2N2CCCC2)cc1OCC	-4	1	-7	8	1	-4	-1	9
CC(OC(=O)Cn1[nH]c(=O)c2ccccc2c1=O)C(=O)c1ccccc1 (stereo unspecified)	-1	-1	0	-2	-2	x	x	x
COc1ccc(S(=O)(=O)N(C)C[C@@H]2Oc3ccc(NC(=O)Cn4cnnn4)cc3CC(=O)N([C@H](C)CO)C[C@@H]2C)cc1	0	-1	18	x	13	5	x	3
COc1ccc(-c2noc(-c3csc([C@@H]4O[C@H](CO)[C@H](O)[C@H](O)[C@H]4O)n3)n2)cc1OC	-4	-5	-2	-22	-20	-13	-2	-7
COc1ccc(Br)cc1C(C[N+](=O)[O-])c1c(N)n(C)c(=O)n(C)c1=O (stereo unspecified)	x	x	1	4	x	14	-8	x
CC(=O)N(C)C[C@H]1Oc2ncc(C#CC3(O)CCCC3)cc2C(=O)N([C@@H](C)CO)C[C@@H]1C	3	-1	61	x	-17	4	-6	-1
COc1ccc(C2C(=O)N(C3CCCCC3)CC(=O)N2Cc2ccco2)cc1 (stereo unspecified)	0	x	-2	x	1	7	x	-6
COc1cccc(NC(=O)N[C@@H]2CC[C@@H](CC(=O)Nc3ccccc3)O[C@H]2CO)c1	0	5	0	2	9	-4	-4	-8

Next section, starting with the last seven of the part before.
SMILES	ERAP1 HTS inh	PglD DTNB	S100A4 MyoIIA	PAX8 reporter	LGR2 antag	EWS-Fli block	FN deposition inh	PGC1a acetyl inh
CC(OC(=O)Cn1[nH]c(=O)c2ccccc2c1=O)C(=O)c1ccccc1 (stereo unspecified)	-1	-1	0	-2	-2	x	x	x
COc1ccc(S(=O)(=O)N(C)C[C@@H]2Oc3ccc(NC(=O)Cn4cnnn4)cc3CC(=O)N([C@H](C)CO)C[C@@H]2C)cc1	0	-1	18	x	13	5	x	3
COc1ccc(-c2noc(-c3csc([C@@H]4O[C@H](CO)[C@H](O)[C@H](O)[C@H]4O)n3)n2)cc1OC	-4	-5	-2	-22	-20	-13	-2	-7
COc1ccc(Br)cc1C(C[N+](=O)[O-])c1c(N)n(C)c(=O)n(C)c1=O (stereo unspecified)	x	x	1	4	x	14	-8	x
CC(=O)N(C)C[C@H]1Oc2ncc(C#CC3(O)CCCC3)cc2C(=O)N([C@@H](C)CO)C[C@@H]1C	3	-1	61	x	-17	4	-6	-1
COc1ccc(C2C(=O)N(C3CCCCC3)CC(=O)N2Cc2ccco2)cc1 (stereo unspecified)	0	x	-2	x	1	7	x	-6
COc1cccc(NC(=O)N[C@@H]2CC[C@@H](CC(=O)Nc3ccccc3)O[C@H]2CO)c1	0	5	0	2	9	-4	-4	-8
CCCOc1c(Br)cc(C(=O)OCC(=O)NC2CC2)cc1OC	-5	x	-4	-3	12	1	-10	0
Cc1onc(-c2c(Cl)cccc2Cl)c1C(=O)N=C(N)N1CC(C)OC(C)C1 (stereo unspecified)	0	1	-14	-32	5	10	-8	-16
COc1ccccc1NC(=O)C1C2C=CC(C2)C1C(=O)NCc1cccnc1 (stereo unspecified)	x	-6	-4	21	-9	-1	1	3
COc1cc(C(=O)N/C(=C\c2cn(C)c3ccccc23)C(=O)NCCCn2ccnc2)cc(OC)c1OC	4	x	-5	-2	-9	x	4	6
C/C(CC(=O)Nc1ccc(C)c(Cl)c1)=N\NC(=O)Cc1cnc(N)s1	1	x	-7	-15	6	5	-10	x
O=C(Nc1cccc(C(=O)Nc2cccc(Br)c2)c1)c1ccccc1	-1	-1	-1	-10	-14	-39	-5	-9
Cc1ccc(C(=O)Nc2ccncc2)o1	x	0	x	-26	x	x	8	-4
Cc1ccc(CNC(=S)N2CCOCC2)cc1	1	-2	2	8	9	-2	-5	5
Cc1csc(CNc2ncnc3ccc(-c4ccc5c(c4)OCO5)cc23)c1	3	1	-1	45	13	19	9	3
N#C[C@H]1[C@@H](c2ccc(C#Cc3cccc(F)c3)cc2)[C@H](CO)N1C(=O)C1CCCC1	2	4	-22	-2	-11	-5	10	-8
CC=Cc1ccc2n(c1=O)C[C@H]1[C@H](CO)[C@@H](C(=O)NCCC)[C@@H]2N1CC1CCOCC1 (mixture of isomers)	0	7	3	-9	-2	-5	x	x
Cc1noc(C)c1S(=O)(=O)N(C)C[C@H]1Oc2ccc(NC(=O)NC3CCCCC3)cc2CC(=O)N([C@@H](C)CO)C[C@@H]1C	0	-2	-2	-7	-21	0	1	0
Cc1csc(NC(=O)C2CC(=O)N(c3ccc(C)c(C)c3)C2)n1 (stereo unspecified)	-3	-1	1	0	-19	4	7	x
C[C@H](CO)N1C[C@H](C)[C@@H](CN(C)C(=O)c2ccccc2)Oc2cc(C3=CCCC3)ccc2S1(=O)=O	-4	-2	-20	x	6	7	x	x
O=C(C1CCCC1)N1CCN(S(=O)(=O)c2cccc(Cl)c2Cl)CC1	0	-5	1	4	19	5	-3	-33

Record cards (already shown).
Cc1csc(CNc2ncnc3ccc(-c4ccc5c(c4)OCO5)cc23)c1 as listed: ERAP1 HTS inh = 3; PglD DTNB = 1; S100A4 MyoIIA = -1; PAX8 reporter = 45; LGR2 antag = 13; EWS-Fli block = 19; FN deposition inh = 9; PGC1a acetyl inh = 3
C/C(CC(=O)Nc1ccc(C)c(Cl)c1)=N\NC(=O)Cc1cnc(N)s1 as listed: ERAP1 HTS inh = 1; PglD DTNB = x; S100A4 MyoIIA = -7; PAX8 reporter = -15; LGR2 antag = 6; EWS-Fli block = 5; FN deposition inh = -10; PGC1a acetyl inh = x

(listing goes on)
SMILES	ERAP1 HTS inh	PglD DTNB	S100A4 MyoIIA	PAX8 reporter	LGR2 antag	EWS-Fli block	FN deposition inh	PGC1a acetyl inh
O=C(Nc1ccccc1)[C@@H]1[C@@H](CO)[C@@H]2Cn3c(ccc(C4=CCCCC4)c3=O)[C@@H]2N1Cc1ccccn1	0	x	-18	-1	9	x	x	11
CCC(Sc1nc2cc(OC)c(OC)cc2c(=O)n1CCc1ccc(OC)c(OC)c1)C(=O)NCCOC (stereo unspecified)	-2	x	-1	2	5	6	x	-9
C[C@H](CO)N1C[C@H](C)[C@H](CN(C)Cc2ccccc2)Oc2ncc(-c3cc4ccccc4o3)cc2C1=O	3	x	7	8	-2	x	11	-5
O=C(COC(=O)/C=C/c1cc(Br)ccc1F)Nc1ccc2[nH]c(=O)[nH]c2c1	2	-7	10	-20	9	-2	x	6
C[C@H]1CN([C@@H](C)CO)C(=O)Cc2cc(NC(=O)Cn3cnnn3)ccc2O[C@@H]1CN(C)C(=O)Nc1ccc(F)cc1	x	x	x	-5	6	-9	x	7
Cc1ccc(C(=O)N2CCN(C(=O)C3CCCO3)CC2)cc1 (stereo unspecified)	1	3	3	-2	0	-7	2	10
C[C@H]1CN([C@@H](C)CO)C(=O)c2cccc(NC(=O)CCCCCC(=O)Nc3ccccc3N)c2O[C@@H]1CN(C)Cc1ccncc1	-2	x	0	-2	19	-16	x	1
O=C(C[C@@H]1C[C@H]2c3cc(NC(=O)C4CCC4)ccc3O[C@H]2[C@@H](CO)O1)NCc1ccc(-c2ccccc2)cc1	0	3	-13	2	29	9	-4&-4	x
CCn1ncc(CN2CCC(Oc3ccc(C(=O)N4CCCC4)cc3)CC2)c1C	4	-1	-1	-3	13	2	9	3
COc1cc(CNC(=O)Nc2nnc([C@@H]3C[C@H](O)[C@@H](CO)O3)s2)cc(OC)c1OC	0	-1	-4	-1	-10	5	2	-3
Cc1ccc(SCC(=O)Nc2ccc(N3CCOCC3)cc2)c(C)c1	-2	x	-1	-8	-24	2	x	x
COCC(=O)N(C)C[C@H]1Oc2cc(-c3cccc(F)c3)ccc2S(=O)(=O)N([C@@H](C)CO)C[C@H]1C	2	-2	0	x	14	-2	7	8
CC(=O)Nc1ccc(S(=O)(=O)Nc2ccccc2C(=O)N2CCCCC2)cc1	-2	-1	2	8	9	0	6	x
CC(C)c1ccc(CNc2nc3nc4c(c(=O)n3[nH]2)CCC4)cc1	-11	3	2	-6	12	4	0	-2
Cc1cccc2sc(NS(C)(=O)=O)nc12	0	x	-3	36	x	7	12	10
Cc1cccc(OCc2nc(-c3ccc(-n4cccc4)cc3)no2)c1	1	6	0	-8	-14	4	-2	7
CC(SCc1ccccc1)C(=O)Nc1ccccc1Br (stereo unspecified)	1	-2	0	-32	-6	1	-4	10
CC(/C=N\Nc1nnc2c(n1)[nH]c1c(C)cccc12)=C\c1ccco1	1	-3	-4	x	-2	33	x	6
C/C(=N\Nc1ccc(Cl)c(C(=O)O)c1)c1ccccn1	-5	x	1	-16	6	-14	-7	1
CC(=O)Nc1cc(NC(=O)C2C3C=CC(C3)C2C(=O)O)ccc1Cl (stereo unspecified)	x	9	x	2	x	x	6	-26
O=C(c1cccnc1)N1CC[C@@H]2[C@@H](CO)Nc3ccc(-c4cccc(F)c4)cc3[C@@H]21	-1	2	-8	-22	5	0	-21	3
Cc1ccc(NC(=O)c2ccc3ccccc3n2)nc1	x	-3	x	-192	x	x	4	7
CCOC(=O)N1CCc2c(sc(NC(=O)CN3CCOCC3)c2C(=O)Nc2ccccc2)C1	-3	x	-10	-15	46	2	-8	-19
Cc1nonc1NC(=O)OC1CCCCC1	3	0	-5	x	5	-1	x	8
O=C(Cc1ccc(NC(=O)C2CCCN(C(=O)CCc3ccccc3)C2)cc1)Nc1cccc(C(=O)N2CCCCC2)c1 (stereo unspecified)	x	8	0	24	-21	2	-16	x
CC1CC(C)CN(S(=O)(=O)c2ccc(NN)nc2)C1 (stereo unspecified)	0	-2	0	-7	-28	7	-3	11
COc1cc(C(=O)OCC(=O)NC2CCS(=O)(=O)C2)c([N+](=O)[O-])cc1OC (stereo unspecified)	1	x	-1	12	17	-7	x	5

This is a random part of the collection (roughly 2.1% active in at least one column).
